BRCA1 expr act: activators of BRCA1 expression; Potency, µM (doses to about 46.1 µM), without a hit: at the highest dose activation, actives largely listed as activators; MCF7-BRCA1-FFLuc reporter, luminescence, 48 h; response scale: scaled: vehicle 0%, 10 µM genistein 100%; AID 624202; 1.1% of 380,000 active; further: potency means the concentration at half of the fitted maximal effect; nearly all actives have a fitted effect of over 80% in size; some results filed as inactive show a strong effect at the top dose
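MCF7 cells carrying a BRCA1-firefly luciferase reporter (2000 cells/well, phenol-red free MEM) were attached for 2 h at 37 °C, then given compounds for 48 h. Luminescence was read 15 min after luciferase reagent; activity normalized to genistein (10 microM) and DMSO.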
S-ASM inh: human S-ASM enzyme inhibition | P17405 | placental ASM, HMU-PC fluorogenic substrate, 60 min | Potency, µM (series often up to 57.5 µM), without a hit: at the highest dose activity change, negative = inhibition, usual class: inhibitors | 0.006% of 340,000 active | AID 504937; further: potency means the concentration at half of the fitted maximal effect
Target sequence (P17405 47-631 limits assumed): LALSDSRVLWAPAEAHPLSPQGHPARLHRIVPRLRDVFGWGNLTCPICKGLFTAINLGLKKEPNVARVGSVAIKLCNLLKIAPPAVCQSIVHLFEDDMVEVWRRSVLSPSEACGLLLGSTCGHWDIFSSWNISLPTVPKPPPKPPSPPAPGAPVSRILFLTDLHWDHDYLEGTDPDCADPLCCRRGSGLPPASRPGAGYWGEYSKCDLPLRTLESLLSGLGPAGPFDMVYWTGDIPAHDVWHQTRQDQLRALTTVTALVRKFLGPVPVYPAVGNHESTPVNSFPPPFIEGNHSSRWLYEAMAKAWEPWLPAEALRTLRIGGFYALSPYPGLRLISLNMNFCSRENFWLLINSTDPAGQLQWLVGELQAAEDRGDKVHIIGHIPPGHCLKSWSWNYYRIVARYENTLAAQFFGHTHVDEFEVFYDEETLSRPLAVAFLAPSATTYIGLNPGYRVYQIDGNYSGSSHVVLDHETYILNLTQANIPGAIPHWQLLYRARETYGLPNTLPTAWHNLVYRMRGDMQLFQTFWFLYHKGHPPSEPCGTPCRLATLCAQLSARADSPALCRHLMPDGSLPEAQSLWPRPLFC
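HMU-PC0 cleavage (9 uM final) by human placental ASM, 60 min at 37 °C following 10 min compound exposure at RT; stopped at pH 10, fluorescence Ex 386/Em 447 nm.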
PTAP TSG101 blk: blocks PTAP/TSG101 interaction to inhibit HIV-1 budding. Q99816. Fluorescence polarization, FITC-PTAP peptide / Tsg101 binding. Potency, µM (highest dose often 115 µM), without a hit: top-dose activity change, negative = inhibition, hits mostly inhibitors. 340,000 tested, under 10 active; active means well fitted inhibition curve with a large enough effect in the main read-out, with a control signal flat, not every such curve was filed as active; inconclusive means small, poorly fitted or top-dose-only effect, or effect the other way, or a change in a side signal; inactive means no such curve, though single readings can be large or run the other way; further: potency means the concentration at half of the fitted maximal effect; % of control where 0% means no effect
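Steps: Tsg101 binding domain dispensed (10 uM final), compounds pinned in DMSO, FITC-labeled PTAP-motif peptide added (50 nM final); after 20 min binding at room temperature, polarization measured.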
uPA surface inh: blocks generation of uPA at the cell surface; 0.31% of 330,000 active; cell surface uPA generation assay, qHTS; Potency, µM (doses to about 38.3 µM), for the others: at the top dose activity change, negative = inhibition, usual class: inhibitors; AID 540303; active means well fitted inhibition curve with a large enough effect; inconclusive means small, poorly fitted or top-dose-only effect; inactive means no such curve, though single readings can be large or run the other way; tested in mouse RAW 264.7 cells; further: potency means the concentration at half of the fitted maximal effect; on the % scale 0 is the no-effect control and ±100 the full control effect; nearly all actives have a fitted effect of over 55% in size
p53 reactivator: mutant p53 re-activation in reporter cells; H1299 p53-A138V BP100-luciferase reporter, luminescence, 24 h; Potency, µM (top dose mostly 92.2 µM), for the others: at the top dose activity change, positive = activation, hits mostly activators; 0.063% of 320,000 active; AID 504706; further: potency means the concentration at half of the fitted maximal effect; % of control where 0% means no effect; nearly all actives have a fitted effect of over 45% in size
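p53-null H1299 cells stably carrying temperature-sensitive p53-A138V and a BP100-luciferase reporter were pinned with compounds (4-point, 1:5 series) and held 24 hrs at 37 deg C. Luminescence was read 10 min after detection reagent.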
Eya2 inh: blocks the phosphatase activity of human Eya2; O00167; recombinant Eya2, OMFP fluorescence dephosphorylation (OMFP is methylfluorescein phosphate); Potency, µM (titrated, usually from 76.9 µM), without a hit: top-dose activity, negative = inhibition, hits mostly inhibitors; AID 488837; 0.006% of 330,000 active; further: potency means the concentration at half of the fitted maximal effect; on the % scale 0 is the no-effect control and ±100 the full control effect
Target sequence (O00167 whole entry, looked up): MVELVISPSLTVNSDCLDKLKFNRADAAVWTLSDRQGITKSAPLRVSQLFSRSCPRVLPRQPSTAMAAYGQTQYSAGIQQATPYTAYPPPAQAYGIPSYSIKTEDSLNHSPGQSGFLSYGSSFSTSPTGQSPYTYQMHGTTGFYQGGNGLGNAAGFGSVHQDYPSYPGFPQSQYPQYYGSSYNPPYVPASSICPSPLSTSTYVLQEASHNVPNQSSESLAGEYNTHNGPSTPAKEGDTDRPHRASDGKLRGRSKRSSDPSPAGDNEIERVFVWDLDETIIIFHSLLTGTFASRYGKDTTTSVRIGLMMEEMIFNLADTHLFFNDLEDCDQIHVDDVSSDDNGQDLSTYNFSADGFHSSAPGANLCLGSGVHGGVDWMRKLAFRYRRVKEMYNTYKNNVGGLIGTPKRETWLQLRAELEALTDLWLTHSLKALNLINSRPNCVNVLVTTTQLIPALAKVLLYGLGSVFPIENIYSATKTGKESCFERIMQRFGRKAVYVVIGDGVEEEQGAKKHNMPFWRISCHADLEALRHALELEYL
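Eya2 protein (added as 0.2 uM solution) was preincubated with compound for 10 min at ambient temperature in 50 mM HEPES pH 7.5, 50 mM NaCl, 5 uM MgCl2, 0.05% BSA, 1 mM DTT. OMFP (added at 50 uM) then reacted 10 min; fluorescence read at 485/525 nm.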
a7 integrin act: integrin-mediated muscular dystrophy alleviation activation. alpha7betagal myoblasts, beta-gal FDG fluorescence, 48 h. Potency, µM (series often up to 38.3 µM), for the others: at the top dose activation, actives largely listed as activators. 0.064% of 350,000 active;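 further: potency means the concentration at half of the fitted maximal effect; 100% = response of the positive control SU9516; nearly all actives have a fitted effect of over 60% in size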
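Alpha7betagal+/- myoblasts (passage 13) were plated 16-24 hr, then exposed to compounds (1:260 dilution of DMSO stock) for 48 hours at 37C. After MPER lysis, β-galactosidase reporter activity was read as FDG fluorescence (ex 480/em 540) after 30 minutes.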
ELG1 genotox: induces genotoxicity in HEK293T cells with luciferase-tagged ELG1 | HEK293T ELG1-luciferase reporter, luminescence, 16 h | 1.3% of 330,000 active | AID 504466 | Potency, µM (series often up to 46 µM), for inactives: top-dose activity change, positive = activation, hits mostly activators; further: potency means the concentration at half of the fitted maximal effect; % of control where 0% means no effect; nearly all actives have a fitted effect of over 60% in size
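Step 1: seed 2,000 HEK293T ELG1-luciferase cells per well. Step 2: add compound or DMSO, incubate 16 hr at 37 °C. Step 3: ONE-Glo, 30 min at room temperature, read luminescence.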
USP2a block: USP2a (human) protease inhibition | O75604 | USP2 core, Ub-CHOP2 coupled fluorogenic reporter, 485/531 | Potency, µM (highest dose often 38.3 µM), for the others: at the highest dose activity change, negative = inhibition, hits mostly inhibitors | 0.01% of 330,000 active | AID 463254;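 further: potency means the concentration at half of the fitted maximal effect; plate controls were DMSO wells for no effect and full inhibition by NEM control for full effect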
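USP2 core (10nM final) preincubated 30min RT with compound in 20mM Tris-HCl pH 8.0, 2mM CaCl2, 2mM beta-mercaptoethanol, 0.05% CHAPS; 25nM Ub-CHOP2 plus 25nM reporter substrate added, fluorescence (Ex485/Em531) read after 60min.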
TRPV1 ag: human TRPV1 agonism | TRPV1-expressing cells, Fluo-8 calcium influx, agonist mode | 0.19% of 320,000 active | activation, % at 8.33 µM | AID 540275 | Q8NER1; in the data active means activation above about 80%; inconclusive means between about 30% and that limit; further: 0% is about no effect
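Cells expressing TRPV1 were dye-loaded with Fluo-8 and read kinetically: 10 s baseline, 3 min after compound (agonist portion), then 2 min after EC20 capsaicin (allosteric enhancer portion). Calcium-bound dye fluorescence at 480/520 nm.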
B2AR arrestin: agonists driving beta-arrestin recruitment to human beta2-adrenergic receptor; 0.02% of 330,000 active; Potency, µM (highest dose often 46.1 µM), for the others: top-dose activation, most hits filed as activators; AID 492947; P07550; beta-arrestin recruitment to beta2AR, cell-based reporter;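 further: potency means the concentration at half of the fitted maximal effect; 0% = DMSO controls and full agonism = EC100 isoproterenol or metaproterenol; nearly all actives have a fitted effect of over 65% in size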
* = called active by the depositor; i = inactive; u = inconclusive; x = not tested or not shown; [ ] = another dose, or the depositor's remark. Unless noted, the call rests on the fitted dose curve; in most records, active means well fitted curve in the direction sought with a large enough effect; inconclusive means small, poorly fitted or top-dose-only effect, or another doubt; inactive means no such curve, though single readings can be large; an effect the other way counts as inactive or inconclusive. Compounds as they come, and some 2.6% of all compounds hit somewhere here.

Fields – p53 reactivator	TRPV1 ag	BRCA1 expr act	ELG1 genotox	PTAP TSG101 blk	a7 integrin act	Eya2 inh	uPA surface inh	B2AR arrestin	S-ASM inh	USP2a block
O=C(c1cccc(S(=O)(=O)N2CCOCC2)c1)N1CCN(Cc2ccc3c(c2)OCO3)CC1
→ 2%	1	1%	-8%	2%	-3%	4%	-2%	0.0%	-4%	-1%
COCCCNS(=O)(=O)c1ccc(Oc2ncc(C(F)(F)F)cc2Cl)cc1
→ -8%	1	-41%	-7%	-3%	-40%	-32%	4%	-0.7%	-1%	-1%
COc1ccc(NC(=S)NC(=O)c2cncc(Br)c2)cc1
→ x	x	34%	x	1%	-11%	x	-2%	x	0%	x
CN1CC[C@]2(CCN3CCc4c(oc5ccccc45)[C@@H]3C2)N(C)C1=O
→ -4%	0	3%	u	0%	x	-3%	0%	0.2%	3%	2%
c1ccc2c(CCc3ccncc3)cccc2c1
→ x	x	-2%	x	-1%	13%	x	2%	x	-5%	x
N#Cc1cccc(NC(=O)NCCc2c[nH]c3ccccc23)c1
→ -4%	23	-4%	-2%	-3%	0%	8%	7%	3.0%	-3%	-1%
CC(=O)/C=C(\C)Nc1ccc(-c2cnc(-c3ccccc3)o2)cc1
→ u	0	u	2µM*	-2%	1%	12%	-10%	0.1%	i	7%
O=C(Nc1ccc2c(c1)OCCO2)c1ccccc1F
→ 15%	23	3%	1.8µM*	-4%	12%	-13%[15.4 µM]	-10%	0.2%	0%	1%
Cc1cc2c(NS(=O)(=O)c3ccc(F)cc3)cccc2nn1
→ -2%	3	2%	2%	-1%	-18%	-30%	-4%	2.7%	11%	2%
CCOC(=O)N1CCN(S(=O)(=O)c2ccc(OCC)c(C)c2)CC1
→ -12%	-1	-31%	8%	-4%	15%	17%	-2%	5.4%	0%	5%
O=c1[nH]c(C2CCN(S(=O)(=O)c3ccc([N+](=O)[O-])cc3)CC2)nc2c1nnn2Cc1ccccc1
→ 8%	-3	-31%	-8%	-3%	-10%	-15%	3%	-0.2%	-4%	0%
COc1ccc(C(=O)Nc2ccccc2C(=O)N2CCCCCC2)cc1OC
→ -2%	1	1%	-1%	-1%	5%	-14%	3%	-0.8%	0%	5%
CC/C(Cc1ccccc1)=N/NC(=O)c1cccc(Br)c1
→ 4%	10	-6%	0%	-2%	24%	-22%	1%	-0.1%	-1%	-1%
COc1cc(/C=C/C(=O)N2CCN(C)CC2)cc(S(=O)(=O)N2CCc3ccccc32)c1OC
→ -3%	5	-5%	7%	-4%	-44%	2%	2%	-0.5%	0%	-1%
CCOc1ccc(S(=O)(=O)NCCC(=O)NCC(c2cccs2)N2CCOCC2)cc1 (stereo not given)
→ 1%	0	-3%	-4%	x	2.2µM*	-1%	11%	-0.8%	0%	-2%
O=C(c1ccc(Cl)cc1)N1C2C=CC(C2)C1(C(F)(F)F)C(F)(F)F (stereo not given)
→ 0%	1	-15%	-4%	-2%	-4%	-10%	10%	-0.9%	0%	2%
CC(NC(=O)c1ccc(N2CCNCC2)c([N+](=O)[O-])c1)C12CC3CC(CC(C3)C1)C2 (stereo not given)
→ -10%	4	24%	-3%	-2%	-71%[inhibitor]	3%	3%	-0.9%	-1%	8%
COc1ccccc1NS(=O)(=O)c1cccc(NC(=O)CCNC(=O)c2ccccc2OC)c1
→ u	-1	-26%	0%	-8%	-7%	0%	18%	4.5%	-2%	0%
N#Cc1ccc2nc3c(nc2c1)CCCC3
→ 1%	-1	-15%	-1%	-9%	22%	12%	-5%	-0.6%	1%	4%
COc1cccc(OCCn2c(C)c(/C=N/n3cnnc3)c3ccccc32)c1
→ 4%	0	-6%	1%	-1%	-8%	-2%	-6%	0.7%	u	8%
CC(C)(C)C(=O)Nc1cccc(-c2nc3ccccc3[nH]2)c1
→ 7%	4	12%	0%	-4%	5%	8%	-5%	5.6%	1%	2%
COc1ccc(C(=O)Nc2cc(-c3nn4c(C)nnc4s3)ccc2C)cc1
→ -10%	x	-18%	0%	-8%	4%	4%	-2%	0.3%	-3%	-1%
COCCCN1C(=O)C(O)=C(C(C)=O)C1c1cccc(F)c1 (stereo not given)
→ 0%	5	-1%	-4%	-6%	32%	6%	0%	-0.2%	0%	1%
COC(=O)c1ccccc1NS(=O)(=O)c1ccc(F)cc1
→ -1%	0	3%	2%	-9%	0%	-4%	x	-0.3%	1%	-1%
Cc1cc2c(c(SCC(=O)NCCc3ccccc3)n1)C(=O)OC2
→ 10%	3	7%	0%	-7%	-10%	-1%	-1%	-0.7%	-1%	3%
COc1ccc2cc(-c3[nH]ncc3CNCCn3nc(C)cc3C)ccc2c1
→ 18%	0	36%	3%	-2%	0%	-7%	0%	6.1%	3%	-1%
CC(=O)Nc1sc2c(c1C(c1ccccc1Cl)N1CCN(CCO)CC1)CCCC2 (stereo not given)
→ 0%	5	-8%	-7%	-2%	-9%	1%	u	-0.5%	3%	0%
CCCCN(C(=O)c1ccc2c(c1)S(=O)(=O)N=C1CCCCCN12)c1c(N)n(CCCC)c(=O)[nH]c1=O
→ -3%	-3	0%	1%	-3%	-12%	2%	-1%	0.2%	11%	-2%
CCCCn1c(CN2CCN(C(=O)c3ccco3)CC2)nc2c1c(=O)n(C)c(=O)n2C
→ 1%	-1	-32%	-3%	-2%	1%	-10%	-9%	-1.8%	3%	-2%
O=C1OCCN1C(=O)[C@H]1[C@H](c2ccc([N+](=O)[O-])cc2)C(c2ccccc2)=NN1c1ccccc1
→ 4%	x	-4%	-1%	-4%	0%	-8%	1%	-0.7%	-11%	-15%
CCOC(=O)N1CCN(C(=O)COC(=O)C2CCN(S(=O)(=O)c3ccc(C)c(C)c3)CC2)CC1
→ 4%	-2	-4%	1%	-1%	-7%	-1%	15%	0.5%	0%	1%
CC(C)c1ccc2oc(-c3ccc(NC(=O)c4ncn[nH]4)cc3)nc2c1
→ u	-5	-45%	9.2µM*	1%	-62%[inhibitor]	4%	-21%	-0.3%	2%	5%
CNc1nc(-c2ccc3c(c2)CCN3C(=O)c2ccc(F)cc2)cs1
→ -2%	-4	36%	3%	-11%	0%	5%	8%	11%	-4%	-1%
CCOC(=O)Cc1csc(NC(=O)COc2ccccc2OCC)n1
→ 4%	19	2%[1.84 µM]	1%	-2%	-11%	0%	2%	0.1%	1%	0%
Cc1cc(C)n(-c2nnc(Cl)c3ccccc23)n1
→ 16%	0	-22%	0%	-6%	-20%	-5%	2%	0.4%	-1%	4%
COc1ccc2c(c1)O[C@@H](c1cccc(C(F)(F)F)c1)[C@H](O)C2=O
→ 3%	0	x	-3%	x	x	-7%	x	-0.6%	x	-3%
Cc1cccnc1NC(=O)COc1ccc2c(c1)CCC2
→ 16%	21	6%	9.2µM*	-3%	1%	-13%	2%	-0.1%	6%	3%
COc1ccccc1N(CC(=O)Nc1cc(C)on1)S(=O)(=O)c1cccc(C(F)(F)F)c1
→ 0%	7	-18%	-7%	-6%	-2%	-2%	-2%	-0.4%	-4%	2%
O=[N+]([O-])c1ccc(Cl)c(/C=N/N2CCN(Cc3ccccc3Cl)CC2)c1
→ 10%	-1	-38%	-5%	-1%	7%	-5%	-1%	0.1%	-6%	-1%
CCn1c(N)c(Br)c(=O)[nH]c1=O
→ -1%	-1	-11%	-1%	-7%	2%	9%	7%	-0.1%	3%	-1%
O=C(COC(=O)c1cnccn1)c1ccc(OC(=O)c2ccccc2)cc1
→ 11%	2	8%	17%	-5%	0%	-7%	2%	-0.2%	2%	-4%
Cc1cc(C)cc(NC(=O)C2CCCN(c3nccc(C)n3)C2)c1 (stereo not given)
→ 1%	u	-32%	-13%	-4%	-19%	6%	7%	-0.2%	-1%	1%
CCOC(=O)CNC(=O)c1cccnc1Oc1ccc(Cl)cc1
→ 1%	4	-7%	1%	-3%	-13%	-1%	-14%	-0.2%	2%	-1%
CCCCNCCS(=O)(=O)NCc1ccccc1
→ x	x	-4%	x	-3%	20%	x	-1%	x	-2%	x
COc1ccc(NC(=O)C2CC(=O)N/C(=N/NC(=O)c3ccc(Cl)cc3)S2)cc1 (stereo not given)
→ 6%	x	3%	-3%	-3%	-9%	-10%	3%	-0.4%	-3%	1%
O=C1OC2(CCCCC2)OC(=O)C1=CNc1nc2ccccc2s1
→ 2%	-5	39%	5%	-1%	6%	18%	-1%	0.0%	-1%	5%

Bioassay records as filed in PubChem.
